Lipid storage S3 – qHTS Assay for Lipid Storage Modulators in Drosophila S3 Cells | Drosophila S3 cells, BODIPY lipid droplet fluorescence, 18-24 h; cells fed with added oleic acid | Potency in µM for hits, for the others lipid storage change, negative = inhibition, % at the top dose, mostly 46.1 µM | 0.64% of 320,000 active; active = well fitted inhibition curve with a large enough effect in the signal ratio, with a control signal flat, not every such curve was filed as active; inconclusive = small, poorly fitted or top-dose-only effect, or effect the other way, or a change in a side signal; the % refers to the signal ratio
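Drosophila S3 cells got compounds at several concentrations plus oleic acid (400 uM solution). Laser-scanning cytometry with 488 nm excitation read lipid droplets at 500-530 nm and cells at 575-640 nm. Percent activity was relative to 20 uM Triacsin C.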
Lipid storage S3 cell count max – recorded beside Lipid storage S3, whose call it bears; cell number change, %; measured here: cell count max response;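 cells counted by Cell Tracker Red CMTPX staining in the red channel; peak over a dose series mostly up to 46.1 µM; percent activity relative to internal control wells on each plate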
* marks the source's active call; other numbers are inactive results; i = inactive; ? = inconclusive; nt = not tested or not shown; [ ] = remark or other dose. % is set by controls: 0 for no effect and ±100 for the full control effect; potency is the fitted concentration of half-maximal effect.

Preview (four entries):
Molecule | Lipid storage S3 cell count max | Lipid storage S3
COc1cc(/C=N/n2cnnc2)ccc1Oc1nc(Cl)ncc1F | 1 | 6%
COc1ccc(CN(Cc2ccc(C(=O)O)cc2)C(=S)Nc2ccccc2C)cc1OC | 12 | -7%
CCN1CC(CNCc2cn(-c3ccc(OC)cc3)nc2-c2ccccc2Cl)CC1=O (stereo unspecified) | 14 | 3%
Fc1cccc(NC(=S)NCC(c2cccnc2)N2CCOCC2)c1 (stereo unspecified) | 15 | 10%

This part in full, from the first entry:
Molecule | Lipid storage S3 cell count max | Lipid storage S3
COc1cc(/C=N/n2cnnc2)ccc1Oc1nc(Cl)ncc1F | 1 | 6%
COc1ccc(CN(Cc2ccc(C(=O)O)cc2)C(=S)Nc2ccccc2C)cc1OC | 12 | -7%
CCN1CC(CNCc2cn(-c3ccc(OC)cc3)nc2-c2ccccc2Cl)CC1=O (stereo unspecified) | 14 | 3%
Fc1cccc(NC(=S)NCC(c2cccnc2)N2CCOCC2)c1 (stereo unspecified) | 15 | 10%
Cc1ccc(NC(=O)CCc2nc3ccccc3c(=O)[nH]2)cc1S(=O)(=O)N1CCOCC1 | nt | ?
CN(C)c1nc(SCc2ccc(Cl)cc2)nc2c1CCCC2 | nt | ?
c1ccc(Nc2nc(-c3ccncc3)cs2)cc1 | -9 | 2%
O=S(=O)(N=S(N1CCCCC1)N1CCCCC1)c1ccccc1 | nt | ?
CC(=O)C(C(C)=O)C(c1ccccc1)c1nc2ccccc2[nH]c1=O (stereo unspecified) | nt | ?
COc1ccc2nc(NC(=O)CSCC(=O)Nc3cc(C)on3)sc2c1 | nt | ?
CCOC(=O)C1=C(COC(=O)Cc2ccc(OC)c(OC)c2)NC(=O)NC1C (stereo unspecified) | nt | ?
CC(=O)NC(C)c1nc2ccccc2n1CC(=O)NC(C)CCc1ccccc1 (stereo unspecified) | nt | ?
C(=N/N1CCN(c2ccccc2)CC1)/c1cccs1 | nt | ?
Cc1ccc(OCc2nnc(SCC(=O)Nc3sc(C)c(C)c3C#N)n2C)cc1 | nt | ?
CN(C)CCC(O)c1ccccc1 (stereo unspecified) | 7 | -15%

One compound at a time, from the list above.
`CCOC(=O)C1=C(COC(=O)Cc2ccc(OC)c(OC)c2)NC(=O)NC1C` (stereo unspecified) across the screens: Lipid storage S3 cell count max: nt; Lipid storage S3: ?
`c1ccc(Nc2nc(-c3ccncc3)cs2)cc1` across the screens: Lipid storage S3 cell count max: -9; Lipid storage S3: 2%

The list continues.
Molecule | Lipid storage S3 cell count max | Lipid storage S3
O=C(COc1ccc2c(-c3ccccc3)cc(=O)oc2c1)NCC(O)c1ccccc1 (stereo unspecified) | -4 | -1%
Cc1nc2ccccc2c(-c2ccccc2)c1C(=O)c1ccccc1 | nt | ?
CCc1ccc(N(CC)c2ncnc3nc[nH]c23)cc1 | nt | ?
CCOc1ccc(C(=O)NCC(c2cccs2)N(C)C)cc1 (stereo unspecified) | nt | ?
N#CC(C#N)=C1NC(N)=C(C#N)C(c2ccccc2)=C1C#N | 8 | -1%
O=C(NNC1=Nc2cccc3cccc1c23)c1ccccc1Br | -14 | -2%
Cc1cc(-c2ccccc2)c2c3c(cn2n1)c(=O)n(C)c(=O)n3C | nt | ?
O=C(NCCCN1CCCC1)c1ccc(CS(=O)(=O)c2c(Cl)cccc2Cl)o1 | -1 | 9%
CCOC(=O)c1sc(NC(=O)CSC(=S)N2CCOCC2)nc1C | 17 | 10%
CC(=O)c1c(C)[nH]c(=S)c(C#N)c1-c1ccc(F)cc1 | nt | ?
COc1ccc(NC(=O)CCC(=O)N/N=C/c2ccc([N+](=O)[O-])s2)cc1 | nt | ?
COc1cc(C2C(C#N)=C(C)NC3=C2C(=O)CC(C)(C)C3)ccc1O (stereo unspecified) | nt | ?
O=C(Nc1ccnn1C1CCN(Cc2ccc(CO)o2)CC1)c1ccccc1 | 7 | -22%
CCCS(=O)(=O)N1CCN(C2Cc3ccccc3C2)CC1 | 0 | 10%
CN(CCOc1ccccc1)CCOc1ccccc1 | nt | ?

Other records.
Molecule | Lipid storage S3 cell count max | Lipid storage S3
Oc1ccc(/C=N/N=C/c2ccc(O)c(O)c2)cc1O | -17 | i
NC(=O)c1ccc(NC(=O)CCNC(=O)c2ccco2)cc1 | 0 | -12%
c1ccc(-c2nc(NCCCn3ccnc3)c3oc4ccccc4c3n2)cc1 | -19 | 1%
CC/C(=C/c1sc2ccc(C)cc2[n+]1CCO)SC | nt | ?
CCCCc1nc(NCCNC(=O)c2ccco2)c(C#N)c2c1CSC(C)(C)C2 | 12 | i
Clc1cc(Cl)cc(CSc2nnc(-c3sccc3-n3cccc3)o2)c1 | -17 | 0%
N#Cc1ccccc1COC(=O)c1ccc(Br)o1 | -4 | i
CCCCC1(C)OC(=O)C(=Cc2ccc(-c3ccc(Cl)c(C(=O)O)c3)o2)C(=O)O1 (stereo unspecified) | 12 | -11%
CC(CNC(=O)CN1C(=O)c2cccnc2Oc2ccc(Cl)cc21)c1ccccc1 (stereo unspecified) | -20* | 21µM*
c1ccc(N/N=C2\CCCc3ccccc32)nc1 | nt | i
O=C(Nc1ccc(Oc2nnc(-c3ccccc3)c3ccccc23)cc1)c1ccccc1 | nt | ?
CC(C)C(NC(=O)c1ccc(C(C)(C)C)cc1)C(=O)Nc1cccc(S(N)(=O)=O)c1 (stereo unspecified) | nt | ?
O=C(NC(=S)NCCOCc1ccc(Cl)cc1)c1cccnc1 | nt | ?
FC(F)(F)c1nnc(-c2ccccc2)nc1N1CCCC1 | 8 | 16%[9.22 µM]
COc1ccc(CCNC(=O)Nc2cccc([N+](=O)[O-])c2)cc1OC | -2 | -22%

(further entries)
Molecule | Lipid storage S3 cell count max | Lipid storage S3
O=C(Cn1cnc2scc(-c3ccc(Cl)cc3)c2c1=O)N1CCOCC1 | 15 | 7%
CC(C)(C)OC(=O)N1CCC(C(=O)N2CCC[C@H]2C(=O)O)CC1 | nt | ?
O=C(OCc1ccccc1)/C(=C/c1cccc(Br)c1)NC(=O)c1ccco1 | -12 | i
CC1(C)C2CCC1(CS(=O)(=O)Nc1ccc(S(=O)(=O)N3CCCCC3)cc1)C(=O)C2 (stereo unspecified) | nt | ?
CC1(C)CC(NC(=O)COc2ccc(Cl)cc2Cl)CC(C)(C)N1 | nt | ?
Cc1nnc(SCC(=O)Nc2sc3c(c2C(N)=O)CCC(C)C3)[nH]c1=O (stereo unspecified) | nt | ?
COc1ccc(CN(C)C(=S)Nc2ccc(OC(F)F)cc2)cc1 | -13 | 3%
CC(NC(=O)/C(C#N)=C/c1cccs1)c1ccccc1 (stereo unspecified) | nt | ?
O=C(COC(=O)c1cc(S(=O)(=O)N2CCOCC2)c(Cl)cc1Cl)NC1CC1 | nt | ?
COc1cc(C(=O)OCCCc2cc3ccccc3c(=O)o2)cc(OC)c1OC | 1 | 9%
CCOc1ccc(S(=O)(=O)N2CCN(C(=S)NC3CC3)CC2)cc1 | 2 | -9%
Cc1ccc(-c2nsc3c(N4CCC(C(N)=O)CC4)ncnc23)cc1 | nt | ?
Cc1nc(C)c(N)c(=O)[nH]1 | nt | ?
Cc1c(-c2ccccc2)nc(N)c(C#N)c1-c1cccnc1 | nt | ?
CC(C)NC(=O)c1onc(CSc2ccccn2)c1C(=O)NC(C)C | 16 | 11%

Remaining list, next part
Molecule | Lipid storage S3 cell count max | Lipid storage S3
COc1ccc(-c2cccc([C@H]3[C@@H]4C=CCC[C@@]4(C)C(=O)N3Cc3ccccc3)c2)cc1 | 14 | -21%
CCCn1c(N)c(C(=O)CN(C)CC(=O)Nc2cccc(F)c2)c(=O)[nH]c1=O | nt | ?
Cc1csc2ncc(C(=O)NCCC(c3ccccc3)c3ccccc3)c(=O)n12 | nt | ?
Cc1ccc(C(=O)NCc2ccccn2)cc1S(=O)(=O)N1CCCCC1 | nt | ?
COc1ccc(C(=O)NC2CC(C)(C)Cc3c2cnn3-c2ccccc2)c(OC)c1 (stereo unspecified) | -4 | 4%
Cc1nn(Cc2ccc(Cl)cc2)c(C)c1N | 4 | 5%
CN(C(=O)c1cc(-c2ccc3c(c2)OCO3)on1)c1ccccc1 | nt | ?
C#CCC(NC(=O)c1ccc(C#N)cc1)C(=O)NCCC (stereo unspecified) | nt | ?
CCc1cccc(CC)c1NC(=O)C1CN(S(=O)(=O)c2ccccc2)CCN1S(=O)(=O)c1ccccc1 (stereo unspecified) | -21 | -14%
COCCCN1CC(=O)N2C(c3cccc(C)c3)c3[nH]c4ccccc4c3C[C@H]2C1=O (stereo partly specified) | 7 | 1%
CCN(c1ccccc1)c1nc2ccsc2c(=O)s1 | nt | ?
COc1ccc(NC(=O)CC2C(=O)NCCN2C(=O)c2ccc(N(C)C)cc2)cc1 (stereo unspecified) | 9 | -17%
O=C(Cn1nc2ccccc2n1)N/N=C/c1ccc(F)cc1 | -9 | 14%
O=C(O)C1CC=CCC1C(=O)Nc1cccc(F)c1 (stereo unspecified) | nt | -11%
CC12CC3CC(C)(C1)CC(C(=O)NC(=S)N1CCCCC1)(C3)C2 | 0 | -8%

Remaining list, next part:
Molecule | Lipid storage S3 cell count max | Lipid storage S3
Cc1cccc(NC(=S)NNC(=O)Cc2ccccc2)c1 | 2 | 7%
COc1ccc(OC)c(CN2CCC(CNC(=O)Nc3cccc(Cl)c3)CC2)c1 | nt | i
COc1ccc(C(=O)C(=O)c2ccc(OCCO)cc2)cc1 | nt | ?
Cc1ccc(S(=O)(=O)N(C)c2ccc(OCC(=O)NC3=NCCS3)cc2)cc1 | -8 | i
CCOC(=O)c1cccc(NC(=O)CSc2nc(N)cc(N)n2)c1 | nt | ?
CCOc1cc(C(=S)N2CCC(O)CC2)ccc1OS(=O)(=O)c1ccc(Br)cc1 | nt | ?
CN(Cc1ccc(Cl)c(Cl)c1)C(=O)C1=CC=CN2CCS(=O)(=O)N=C12 | nt | ?
O=C(NCc1ccc(Cl)cc1)c1cc(=O)[nH]c2ccc(S(=O)(=O)N3CCOCC3)cc12 | nt | ?
COc1ccc(N(CC(=O)NCc2ccncc2)S(=O)(=O)c2ccc(C)c([N+](=O)[O-])c2)cc1 | nt | ?
CCOc1[nH]n(-c2ccc(Cl)cc2)c(=O)c1C=NCc1cccnc1 | nt | ?
C(=N\n1cnnc1)/c1ccc(OC2CSC2)cc1 | -2 | 2%
Cc1cc(C)cc(N(C(=O)c2sc(C)nc2C)C(C(=O)NCc2ccco2)c2ccccc2)c1 (stereo unspecified) | nt | ?
CC(C)c1ccc(OCC(=O)N2CCc3ccccc3C2)cc1 | 22 | i
O=C1c2ccccc2C(=O)N1CCSc1nc2ccccc2c(=O)n1CCCN1CCOCC1 | nt | ?
COC(C[C@H](O)[C@@H](C)[C@H](O)COCc1ccccc1)OC | 12 | -2%

(listing goes on)
Molecule | Lipid storage S3 cell count max | Lipid storage S3
Cc1cccc(NC(=O)CNC(=O)CN2C(=O)NC3(CCc4ccccc43)C2=O)c1C (stereo unspecified) | nt | ?
Cc1c(Cl)cccc1N1C(=O)C2ON(c3ccccc3)C(c3cccnc3)C2C1=O (stereo unspecified) | nt | ?
CCc1ccc(N(CC(=O)NCC2CCCO2)C(=O)CCC(=O)Nc2nccs2)cc1 (stereo unspecified) | nt | ?
CCC(=O)Oc1ccc(C2NC(=O)c3ccccc3O2)cc1OC (stereo unspecified) | 4 | i
CCn1c(CSc2nccn2C)nc2cc(C(=O)O)ccc21 | 4 | 3%
COc1cccc(NC(=O)C(NCC2CCCCC2)c2ccccc2)c1 (stereo unspecified) | nt | ?
O=C(NCc1ccccc1)c1cnc(Cl)c(Cl)c1 | nt | ?
C/C(=N\NC(=O)c1ccc2c(c1)OCO2)c1ccc2c(c1)OCO2 | nt | ?
O=C(O)c1c2c(nc3ccc(S(=O)(=O)N4CCC(C(=O)NCc5ccc(Cl)cc5)CC4)cc13)CCCC2 | nt | ?
CCOC(=O)CC1=C(C(=O)OCC)C(c2ccc(OC)cc2OC)C(C#N)=C(N)O1 (stereo unspecified) | -24 | i
COc1ccc(-c2nnc(-c3ccc(C)cc3)o2)cc1 | -7 | 2%
CC1(C)CC(=O)C2=C(C1)OC(N)=C(C#N)C21CCN(Cc2ccccc2)CC1 | nt | ?
CCOc1ccc(/C=N/O)cc1 | nt | ?
CCC(C)Sc1ccc([C@@H]2[C@H]3C(=O)N(CC)C(=O)[C@H]3[C@]3(C(=O)OC)CCCCN23)cc1 (stereo partly specified) | nt | ?
CCN1CCN(CCCNC(=O)c2cc3c(=O)oc4ccc(C)cc4c3s2)CC1 | nt | ?

(cont.)
Molecule | Lipid storage S3 cell count max | Lipid storage S3
Cc1ccc(N2CC(C(=O)NCCN3CCOCC3)CC2=O)cc1 (stereo unspecified) | nt | ?
CCC(OC(=O)c1cc2sccc2n1C)C(=O)NCC1CCCO1 (stereo unspecified) | 16 | 22%
CN(C)CC/C=C1\c2ccccc2COc2ccccc21 | -19 | 4%
CC(=O)N1CCN(Cc2nc3cc(NC(=O)c4ccccc4)ccc3n2C)CC1 | -27 | -18%
O=C(c1ccccc1)c1ccc(C(=O)N2CCOCC2)cc1 | nt | ?
O=C(NCC(=O)N(c1ccc(F)cc1)C(C(=O)NC1CCCC1)c1cccnc1)c1cccs1 (stereo unspecified) | nt | ?
Cc1ccc(OCc2nnc(SCC(=O)O)n2N)cc1 | 7 | 13%
O=C(CN(Cc1ccccc1F)C(=O)c1csnn1)NC1CCCCC1 | 21 | 73%
CN(C(=O)COc1ccccc1)c1nnc(C23CC4CC(CC(C4)C2)C3)s1 | nt | ?
CN(CC(=O)Nc1ccc(N2CCOCC2)cc1)C(=O)Cc1ccccc1 | nt | ?
C(=C\c1ccccc1)/C=N/Nc1nc(N2CCCCC2)nc(N2CCCCC2)n1 | -9 | 0%

Screens (PubChem BioAssay)

This is a subset; the hit share may differ from the screen's.
